Screening data (PubChem)
GSK3 alpha inh: blocks human GSK-3 alpha kinase | P49840 | ADP-Glo luminescence, 60 min | inhibition, % at 10 µM | actives 0.1% (n = 320,000) | AID 2650;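 in the data active = inhibition above about 50%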;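 also: GST-tagged GSK-3 alpha with peptide substrate and 25 µM ATP; 0% = DMSO neutral wells and 100% = GW8510 positive control wells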
RGS4 inh: inhibitors of human RGS4 | HEK293 M3R/RGS4 inducible, Fluo-4 calcium flux; active compounds read high; triggered by carbachol at its EC20 | AID 463165 | P49798 | B-score at 10 µM | actives 0.45% (n = 310,000);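 active = B-score, a plate-corrected calcium signal, over three deviations above library mean, with baseline fluorescence within five deviations of library mean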;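 also: RGS4 expression induced by doxycycline in cells with stable M3 receptor; B-score is computed from the integrated fluorescence ratio over baseline after carbachol; higher B-score means a larger calcium signal and so more RGS4 inhibition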
Target sequence (P49798 whole entry, looked up): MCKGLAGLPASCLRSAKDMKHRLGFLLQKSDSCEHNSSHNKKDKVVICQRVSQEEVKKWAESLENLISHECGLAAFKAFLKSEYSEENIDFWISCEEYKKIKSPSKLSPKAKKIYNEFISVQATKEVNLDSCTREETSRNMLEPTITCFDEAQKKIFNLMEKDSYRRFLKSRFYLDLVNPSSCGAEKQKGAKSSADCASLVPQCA
hERG rescue: compounds protecting human hERG from proarrhythmic drug block | actives 0.51% (n = 310,000) | CHO-hERG, FluxOR thallium flux, dofetilide IC70 present | Q12809 | activation (rescue from dofetilide block), less the hit threshold, % at 10 µM;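 active = activation above the mean of controls blocked by dofetilide plus 5 SD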;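 also: thallium influx through hERG after potassium depolarization seen as dye fluorescence rise; in these data hits start at about 4.7%; inactives centre near -7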
KCNQ1 act: potentiators or activators of human KCNQ1 potassium channel. P51787. actives 0.35% (n = 310,000). CHO-K1 KCNQ1, thallium flux FluxOR fluorescence; active compounds read high. B-score at 10 µM;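 active = fluorescence ratio B-score, a plate-corrected score, at least three library SD, with initial intensity B-score within 5 SD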
Target sequence (P51787 whole entry, looked up): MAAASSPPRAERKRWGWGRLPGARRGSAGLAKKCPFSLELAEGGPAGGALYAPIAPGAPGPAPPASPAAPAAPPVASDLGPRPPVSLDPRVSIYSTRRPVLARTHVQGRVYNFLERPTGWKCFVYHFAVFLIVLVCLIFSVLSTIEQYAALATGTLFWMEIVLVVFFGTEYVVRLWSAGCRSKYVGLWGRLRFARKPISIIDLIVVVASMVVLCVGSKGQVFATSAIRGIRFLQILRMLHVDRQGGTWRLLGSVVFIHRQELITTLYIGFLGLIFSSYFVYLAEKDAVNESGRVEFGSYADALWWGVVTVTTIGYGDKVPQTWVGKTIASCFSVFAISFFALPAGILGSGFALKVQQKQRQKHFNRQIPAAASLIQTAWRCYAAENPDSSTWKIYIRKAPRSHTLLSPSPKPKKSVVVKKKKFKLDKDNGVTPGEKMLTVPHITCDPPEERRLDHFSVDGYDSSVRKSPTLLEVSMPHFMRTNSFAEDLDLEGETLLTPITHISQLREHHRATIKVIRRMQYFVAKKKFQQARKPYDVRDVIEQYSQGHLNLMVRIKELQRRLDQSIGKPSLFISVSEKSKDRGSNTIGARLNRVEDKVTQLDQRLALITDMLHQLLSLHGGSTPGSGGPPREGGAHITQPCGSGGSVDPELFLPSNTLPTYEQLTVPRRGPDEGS
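Assay system: CHO-K1 cells stably expressing KCNQ1. Medium: assay buffer for compound exposure, DMSO matched across wells. Timing: 37 °C overnight plating, 90-min dark dye load, 20-min compound pretreatment. Signal: kinetic FluxOR fluorescence, 10 s baseline plus 110 s post-stimulus.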
RGS4 pot: potentiators or activators of RGS4 | B-score at 10 µM | actives 0.92% (n = 310,000) | HEK293 M3R/inducible RGS4, carbachol calcium flux Fluo4; active compounds read low;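 active = B-score of the integrated calcium signal more than 4 SD below the library mean, with starting fluorescence not abnormally high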;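 also: negative B-score means reduced calcium response which marks RGS4 activation or potentiation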
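Also added: carbachol at ECmax as muscarinic agonist stimulus; Assay system: HEK293 cells with stable M3R and inducible RGS4; Timing: overnight RGS4 induction, 30 min dye load 37 °C, 20 min compound RT; Measured by: Fluo4-AM (2 µM) calcium-flux fluorescence, kinetic read.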
KCNK3 inh: human KCNK3 channel inhibition, primary screen; actives 0.84% (n = 340,000); O14649; B-score at 10 µM; AID 602410; CHO-KCNK3 thallium flux, FluxOR fluorescence; active compounds read low;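 active = B-score under library mean minus 4 SD, starting fluorescence ratio at most library mean plus 5 SD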;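 also: more negative B-score means stronger inhibition of thallium flux through KCNK3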
PolyA inh: yeast polyadenylation inhibition. AID 1875. S. cerevisiae SKY197-pL101 polyadenylation reporter, beta-gal luminescence; efflux-impaired pdr1/pdr3 knockout yeast; score 100 = 6 SD above DMSO. actives 0.02% (n = 300,000). calls only at 12 µM;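 active = lowest replicate activity score at least 50, where 100 means six control SD above control mean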;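 also: yeast exposed to compound for 9 h at 30 °C; higher score means more reporter readthrough which indicates perturbed polyadenylation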
KCNK9 inh: blocks the human KCNK9 two-pore domain potassium channel. Q9NPC2. AID 488922. HEK293 KCNK9, FluxOR thallium flux fluorescence; active compounds read low. actives 1.2% (n = 310,000). B-score at 10 µM;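 active = ratio B-score over 3 SD below the library mean, with starting fluorescence within 5 SD of its mean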;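 also: negative B-score means less thallium flux so channel inhibition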
KCNQ1 inh: human KCNQ1 channel inhibition | actives 1.3% (n = 310,000) | B-score at 10 µM | CHO-K1 KCNQ1, FluxOR thallium flux fluorescence; active compounds read high | P51787;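 active = compounds whose thallium flux B-score, printed positive for inhibition, exceeds three library SD while starting fluorescence stays within three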;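 also: channel opened by potassium depolarization with thallium stimulus after 20 min compound exposure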
Dyrk1A ADPGlo: inhibitors of rat Dyrk1A kinase | AID 504441 | actives 0.43% (n = 310,000) | ADP-Glo luminescence, NFATc1 peptide | inhibition, % at 12.5 µM | Q63470; in the data active = inhibition above about 50%;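 also: plate controls were vehicle with enzyme for no effect and no enzyme for full effect; many of its hits are not listed in these tables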
GSK3B inh: inhibitors of human GSK3beta kinase; AID 2097; GST-GSK3beta kinase, ADP-Glo luminescence, 60 min; active compounds read low; actives 0.038% (n = 300,000); activity score (negative = inhibition), % at 10 µM; P49841;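 active = more than half of replicate wells score below -50%, meaning over 50% inhibition versus plate controls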;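 also: 0% = median DMSO wells and -100% = median GW8510 positive control wells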
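Test system – GST-tagged human GSK3beta kinase, cell-free · Incubation – 60 min enzyme reaction, room temperature · Signal – ADP-Glo luminescence · Also added – peptide substrate and ATP at 25 µM · Controls – DMSO neutral wells and GW8510 at 20 µM as positive · Buffer or medium – Tris/MgCl2 kinase buffer · Measure – Luminescence-derived activity versus plate DMSO and GW8510 wells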
Starred values were filed as active, the others as inactive; i = inactive; · = not tested or not shown. This is a subset. The share of hits here may be higher or lower than overall.

Below each compound – RGS4 inh, GSK3 alpha inh, GSK3B inh, RGS4 pot, PolyA inh, KCNQ1 inh, KCNK9 inh, hERG rescue, KCNK3 inh, Dyrk1A ADPGlo, KCNQ1 act
Cc1sc(NC(=O)CN(C)C2CCCCC2)nc1-c1ccc2c(c1)CCN2S(=O)(=O)c1ccccc1
→ i, -2.3, 0.9, i, i, i, i, -18.6, ·, ·, i
CC1=NN(c2ccccc2)C(=O)/C1=C\c1cc(C)n(-c2ccccc2)c1C
→ i, -1.0, -3.3, i, i, i, i, -2.7, i, -1.4, i
CS(=O)(=O)N(CC(O)Cn1c2ccccc2c2ccccc21)c1ccccc1 (stereo not drawn)
→ i, -1.9, 6.6, i, i, i, i, -7.5, i, 7.7, i
Cc1cccc2c1N(CCOc1ccccc1Cl)C(=O)C2=O
→ i, -1.2, -1.6, i, i, i, i, 0.2, i, -3.0, i
COc1cc(-c2nnn(Cc3ccccc3C)n2)cc(OC)c1OC
→ i, -2.3, -1.7, i, i, i, i, -5.3, i, 0.3, i
COc1ccc(OCC(O)CON2C(=O)c3ccccc3C2=O)cc1 (stereo not drawn)
→ i, -9.9, -2.2, i, i, i, i, -13.8, i, 2.4, i
Nc1ccc(Oc2ncccn2)cc1
→ i, -0.9, 2.0, i, i, i, i, -3.0, i, 2.2, i
Cc1occc1C(=O)N/N=C/C=C/c1ccccc1[N+](=O)[O-]
→ i, -1.3, -4.7, i, i, i, i, -3.3, i, -0.1, i
Cc1ccc(NC(=O)CCCn2nc(C)c3c(C)n(-c4ccccc4)nc3c2=O)cc1C
→ i, -0.3, -1.1, i, i, i, i, -6.2, i, -4.1, i
COc1ccc2cc(/C(C)=N/NC(=O)c3cc(-c4cccnc4)nc4ccccc34)ccc2c1
→ i, ·, 0.8, i, i, i, i, -4.8, i, -79.7, i

Further compounds.
Below each compound – RGS4 inh, GSK3 alpha inh, GSK3B inh, RGS4 pot, PolyA inh, KCNQ1 inh, KCNK9 inh, hERG rescue, KCNK3 inh, Dyrk1A ADPGlo, KCNQ1 act
COc1ccccc1CNC(=S)NC1CCCCC1
→ i, -1.3, 4.5, i, i, i, i, -6.1, i, ·, i
COc1ccc(Cl)cc1NC(=O)C[n+]1ccccc1
→ i, -0.4, -0.7, i, i, i, i, -3.6, i, 3.6, i
Cc1ccc(S(=O)(=O)N2CCOCC2)cc1N/N=C(\C#N)c1nc2ccccc2[nH]1
→ i, 4.4, 2.8, i, i, 6*, i, -16.4, i, -1.3, i
CCOC(=O)C1(Cc2ccccc2C(F)(F)F)CCN(C(=O)c2cc(C)n(C)n2)CC1
→ i, 2.9, 0.3, i, i, i, i, -12.9, i, -0.3, i
C=CCn1c(SCC(=O)c2cccs2)nc2sc(C)c(C)c2c1=O
→ i, -7.8, 0.4, -9.43*, i, i, i, -3.0, -9.52*, 16.5, i
COc1ccc(C)cc1NC(=O)CSc1nnc(COc2ccccc2)n1Cc1ccco1
→ i, -0.6, -2.8, i, i, i, i, -15.2, i, -2.7, i
COc1cccc(CNC(=O)c2ccc(C)c(S(=O)(=O)N3CCOCC3)c2)c1
→ i, -2.2, 0.9, i, i, i, i, -13.4, i, -11.5, i
N=C1C(c2nc3ccccc3c(=O)[nH]2)=C(O)CN1CCc1ccccc1
→ i, -1.2, 0.4, i, i, i, i, -5.6, i, -1.7, i
COC(=O)C1=C(N)Oc2c(oc(CO)cc2=O)C1c1ccccc1F (stereo not drawn)
→ i, 2.1, 6.4, i, i, i, i, -8.1, i, 2.9, i
CCN(CC(=O)NCc1cccs1)S(=O)(=O)c1ccc(F)c(F)c1F
→ i, -0.1, -1.9, i, i, i, i, -14.6, i, -5.6, i

Next section.
Below each compound – RGS4 inh, GSK3 alpha inh, GSK3B inh, RGS4 pot, PolyA inh, KCNQ1 inh, KCNK9 inh, hERG rescue, KCNK3 inh, Dyrk1A ADPGlo, KCNQ1 act
c1cc2c(c(NCc3ccncc3)c1)CCCC2
→ i, -1.9, -0.4, i, i, i, i, -8.3, i, -1.3, i
COc1ccc(S(=O)(=O)NCc2ccccn2)cc1NC(=O)c1ccc(Cl)cc1
→ i, -1.6, -0.7, i, i, i, i, -7.7, i, 1.2, i
Cc1cc(C)c2cc3c(N)c(C(=O)N4CCOCC4)sc3nc2c1
→ i, 0.6, -5.4, i, i, i, i, -6.5, i, 3.0, i
C=CCOC(=O)C1=C(C)NC(C)=C(C(=O)OCC=C)C1c1ccco1
→ i, -1.3, 2.1, i, i, i, i, -7.8, i, 0.3, i
CCOC(=O)c1sc(NC(=O)c2ccccc2OC)nc1C
→ i, 1.6, 2.7, i, i, i, i, -14.3, i, -4.3, i
COC(=O)c1cc2n(n1)CCN(Cc1ccc(OC)cc1)C2=O
→ i, 0.8, 0.3, i, i, i, i, -12.9, i, 6.5, i
C/C(=N\N=C1\NC(=O)C(Cc2ccccc2)S1)c1ccccc1 (stereo not drawn)
→ i, -2.5, 0.3, i, i, i, i, -2.7, -10.3*, 11.3, i
Cc1c(/C=C(\C#N)C(=O)NCc2ccccc2)cc(C#N)n1C
→ i, 0.8, -10.5, i, i, i, i, -2.8, i, -4.4, i
O=[N+]([O-])c1cc(Cl)ccc1N1CCCCC1
→ i, -0.9, 1.7, i, i, i, i, 2.6, i, 1.4, i
Cc1ccc(S(=O)(=O)c2c(C)cc(-c3ccccc3)[nH]c2=O)cc1
→ i, 0.0, -1.3, i, i, i, i, -6.8, i, 1.7, i

More records.
Below each compound – RGS4 inh, GSK3 alpha inh, GSK3B inh, RGS4 pot, PolyA inh, KCNQ1 inh, KCNK9 inh, hERG rescue, KCNK3 inh, Dyrk1A ADPGlo, KCNQ1 act
Cc1ccccc1-c1nnc(SCC(=O)Nc2c(C)n(C)n(-c3ccccc3)c2=O)o1
→ i, -1.0, -5.7, i, i, i, i, -8.5, i, 5.7, i
CC(C)COc1ccc(C(=O)N/N=C/c2ccoc2)cc1
→ i, -0.3, -0.6, i, i, i, i, -9.7, i, 1.0, i
O=C(CCN1C(=O)C2(OCCO2)c2ccccc21)c1ccccc1
→ i, 2.8, -3.2, i, i, i, i, -6.1, i, 9.1, i
Cc1cc(=O)n(C)c(=O)n1CCCCCCN1CCCC1
→ i, 1.7, 3.7, i, i, i, i, -0.7, i, -0.5, i
Cn1cccc1C(C#N)c1cccc(F)c1C#N (stereo not drawn)
→ i, -1.6, -6.1, i, i, i, i, -10.6, i, 2.9, i
Cc1ccc(C(=O)NNC(=O)C2CCN(Cc3ccccc3)CC2)cc1
→ i, 0.1, 0.8, i, i, i, i, -0.4, i, 5.1, i
Cc1ccsc1/C=C1/SC(=O)N(CC(=O)N2CCCC2)C1=O
→ i, 6.2, -1.8, i, i, i, i, -0.9, i, 0.0, i
CC(CN1CCCC1)OC(=O)c1ccc(Cl)cc1Cl (stereo not drawn)
→ i, -7.0, 2.1, i, i, i, i, -4.2, i, -1.1, i
O=C(Nc1ccccc1C(F)(F)F)NC1CCCCC1
→ i, -0.7, ·, i, i, i, i, -9.2, i, 1.5, i
CSc1ccccc1NC(=O)Cn1nnc(-c2ccc(S(C)(=O)=O)cc2)n1
→ i, -0.2, 2.5, i, i, i, i, -11.3, i, 0.2, i
COc1ccc(-n2c(SC3CCOC3=O)nc3ccccc3c2=O)cc1OC (stereo not drawn)
→ i, -2.1, 0.7, i, i, i, i, -11.5, i, 2.5, i
Cc1nnc(SCc2ccccn2)n(N)c1=O
→ i, -6.3, 4.0, i, i, i, i, -22.9, i, ·, i
CCOC(=O)C1=NOC2C(=O)N(c3ccc(Cl)cc3Cl)C(=O)C12 (stereo not drawn)
→ i, 0.2, -0.5, i, i, i, i, -2.2, i, 1.9, i

Among those listed so far, eleven contain a halogen.
Below each compound – RGS4 inh, GSK3 alpha inh, GSK3B inh, RGS4 pot, PolyA inh, KCNQ1 inh, KCNK9 inh, hERG rescue, KCNK3 inh, Dyrk1A ADPGlo, KCNQ1 act
Cc1cccc2c1N(CCOc1ccccc1Cl)C(=O)C2=O
→ i, -1.2, -1.6, i, i, i, i, 0.2, i, -3.0, i
COc1ccc(Cl)cc1NC(=O)C[n+]1ccccc1
→ i, -0.4, -0.7, i, i, i, i, -3.6, i, 3.6, i
CCOC(=O)C1(Cc2ccccc2C(F)(F)F)CCN(C(=O)c2cc(C)n(C)n2)CC1
→ i, 2.9, 0.3, i, i, i, i, -12.9, i, -0.3, i
COC(=O)C1=C(N)Oc2c(oc(CO)cc2=O)C1c1ccccc1F (stereo not drawn)
→ i, 2.1, 6.4, i, i, i, i, -8.1, i, 2.9, i
CCN(CC(=O)NCc1cccs1)S(=O)(=O)c1ccc(F)c(F)c1F
→ i, -0.1, -1.9, i, i, i, i, -14.6, i, -5.6, i
COc1ccc(S(=O)(=O)NCc2ccccn2)cc1NC(=O)c1ccc(Cl)cc1
→ i, -1.6, -0.7, i, i, i, i, -7.7, i, 1.2, i
O=[N+]([O-])c1cc(Cl)ccc1N1CCCCC1
→ i, -0.9, 1.7, i, i, i, i, 2.6, i, 1.4, i
Cn1cccc1C(C#N)c1cccc(F)c1C#N (stereo not drawn)
→ i, -1.6, -6.1, i, i, i, i, -10.6, i, 2.9, i
CC(CN1CCCC1)OC(=O)c1ccc(Cl)cc1Cl (stereo not drawn)
→ i, -7.0, 2.1, i, i, i, i, -4.2, i, -1.1, i
O=C(Nc1ccccc1C(F)(F)F)NC1CCCCC1
→ i, -0.7, ·, i, i, i, i, -9.2, i, 1.5, i
CCOC(=O)C1=NOC2C(=O)N(c3ccc(Cl)cc3Cl)C(=O)C12 (stereo not drawn)
→ i, 0.2, -0.5, i, i, i, i, -2.2, i, 1.9, i
